Bioassay records as filed in PubChem.
E coli growth = reduces bacterial viability in AddAB counter-screen. inhibition, % at 11.9 µM. E. coli V3065 growth, OD600 absorbance, 18 h. 0.27% of 330,000 active. AID 449728;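 active = inhibition above the campaign's mean inhibition across all tested compounds plus 3 SD, cut at about 9.9% in these data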;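 note: uninfected addAB+ strain grown without phage in ampicillin broth; 0% = DMSO wells and 100% = ciprofloxacin 0.95 µg/ml wells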
OPRM1-OPRD1 inv = inverse agonist of human OPRM1-OPRD1 heterodimerization | cell-based MOR-DOR heterodimer luminescence, inverse agonism | inhibition, % at 9.3 µM | 0.21% of 340,000 active | AID 504357 | P35372+P41143; in the data active = inhibition above about 22%, passing the limit was not always enough;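 note: 0% = cells with DMSO and 100% = wells without cells with DMSO; values of inactives mirror those of a sister screen read the other way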
Pemphigus Ab inh = human desmoglein-3 autoantibody binding inhibition | P32926 | DSG3-coupled beads, scFv-anti-DSG3-GFP binding, flow cytometry; active compounds read low | binding (percent of control), % at 10 µM | 0.48% of 310,000 active | AID 588358;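 active = binding more than 3 SD below its plate's average and above zero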;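 note: hits lower antibody fragment binding to DSG3; some compounds called inactive have numbers as strong as hits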
Target sequence (P32926 whole entry, looked up, the tested form may be a part): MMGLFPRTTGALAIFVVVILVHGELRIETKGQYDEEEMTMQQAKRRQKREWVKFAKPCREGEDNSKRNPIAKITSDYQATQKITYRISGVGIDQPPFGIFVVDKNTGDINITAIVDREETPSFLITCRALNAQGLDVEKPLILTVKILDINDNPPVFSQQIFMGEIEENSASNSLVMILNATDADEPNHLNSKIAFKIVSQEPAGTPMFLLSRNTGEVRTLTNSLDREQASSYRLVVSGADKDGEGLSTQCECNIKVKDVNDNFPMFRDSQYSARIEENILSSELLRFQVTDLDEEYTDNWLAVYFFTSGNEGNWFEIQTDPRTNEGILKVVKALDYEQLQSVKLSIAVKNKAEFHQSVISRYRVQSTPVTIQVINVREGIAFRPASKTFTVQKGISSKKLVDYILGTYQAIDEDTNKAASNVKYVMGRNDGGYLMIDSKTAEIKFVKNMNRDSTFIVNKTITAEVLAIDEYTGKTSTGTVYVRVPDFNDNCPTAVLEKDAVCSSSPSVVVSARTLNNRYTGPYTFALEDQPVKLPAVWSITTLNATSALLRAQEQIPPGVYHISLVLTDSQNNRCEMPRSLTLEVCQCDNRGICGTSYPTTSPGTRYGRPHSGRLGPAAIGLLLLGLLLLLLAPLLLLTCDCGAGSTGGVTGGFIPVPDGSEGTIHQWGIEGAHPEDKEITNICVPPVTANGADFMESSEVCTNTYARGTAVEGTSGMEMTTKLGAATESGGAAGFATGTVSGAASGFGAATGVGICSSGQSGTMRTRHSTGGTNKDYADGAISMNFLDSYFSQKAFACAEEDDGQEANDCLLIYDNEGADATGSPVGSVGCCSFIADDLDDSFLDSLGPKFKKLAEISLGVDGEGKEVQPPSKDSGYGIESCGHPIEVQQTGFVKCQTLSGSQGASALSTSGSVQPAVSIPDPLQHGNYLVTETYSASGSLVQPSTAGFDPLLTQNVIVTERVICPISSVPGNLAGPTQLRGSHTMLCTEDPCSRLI
HTR5A ag ctr = counter-screen for OPRM1-OPRD1 agonists: human HTR5A agonism; P47898; HTR5A agonist assay, luminescence, cell-based; activation, % at 9.3 µM; 0.61% of 340,000 active; AID 504692; in the data active = activation mostly above about 9.5%, no sharp cut-off; inactive = mostly below about 7.6%;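 note: 0% = cells with vehicle only and 100% = reference agonist; strong numbers were not always called active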
AddAB inh = less growth of phage-infected E. coli with AddAB; E. coli expressing H. pylori AddAB, absorbance growth; inhibition, % at 11.9 µM; 0.29% of 330,000 active; in the data active = inhibition above about 12%;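 note: 0% = vehicle wells of infected cells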
PKA-R1A act = activators of PKA-R1A complex; P00514+P68181; 0.083% of 340,000 active; activation, % at 11.4 µM; PKA-R1A dissociation, Cy5-IP20 fluorescence polarization; scaled: DMSO 0%, 113 µM cGMP 100%;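 active = percent activation above the mean of all tested compounds plus 3 SD, cut at about 19% in these data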;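 note: higher means more PKAc released from R1A so a rise in polarization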
Mot1-301 SUMO = blocks SUMOylation pathway, rescuing yeast Mot1-301 growth | S. cerevisiae Mot1-301 growth rescue, ATP luminescence, 38.5C; percent above DMSO median, 100 means doubled | growth rescue, % at 18.8 µM | 1% of 320,000 active;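 active = every valid replicate shows activation above 250% relative to neutral control wells; inactive = the rest, any valid replicate at or below 250%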;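 note: OY570 slx delta 5 strain wells were the positive control but not used for scaling; some compounds called inactive have numbers as strong as hits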
PfHsp90 yeast 2 = reduces growth (ATP signal) of yeast expressing P. falciparum Hsp90; S. cerevisiae expressing PfHsp90, BacTiter-Glo ATP, 48 h; yeast lacking PDR1 and PDR3 efflux regulators; inhibition, % at 9.4 µM; 0.32% of 310,000 active; AID 504621;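 active = every replicate shows inhibition above about 80%, whatever the replicate mean, limit read from the data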;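 note: 0% = DMSO neutral controls and 100% = 20 µM radicicol positive controls; yeast relying on Plasmodium falciparum Hsp90 in place of its own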
OPRM1-OPRD1 ag = OPRM1-OPRD1 heterodimerization agonism | P35372+P41143 | cells, luminescence | activation, % at 9.3 µM | 0.3% of 340,000 active; in the data active = activation above about 18%;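 note: 0% = vehicle-treated cells and 100% = reference agonist; values of inactives mirror those of a sister screen read the other way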
HTR5A inv ag = inverse agonist of human HTR5A in OPRM1-OPRD1 counter-screen; P47898; HTR5A cell line, luminescence, inverse agonism; inhibition, % at 9.3 µM; 0.083% of 340,000 active; AID 504634; in the data active = inhibition mostly above about 23%, no sharp cut-off; inactive = mostly below about 18%;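 note: 0% = cells with DMSO and 100% = no-cell wells with DMSO; some compounds called inactive have numbers as strong as hits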
phage Ecoli inh = E. coli growth loss with phage present. growth absorbance. inhibition, % at 11.9 µM. 0.26% of 360,000 active. AID 651602; in the data active = inhibition above about 11%
The depositor's hits bear a star; . = no result given.

The line under a structure holds: E coli growth, OPRM1-OPRD1 inv, Pemphigus Ab inh, HTR5A ag ctr, AddAB inh, PKA-R1A act, Mot1-301 SUMO, PfHsp90 yeast 2, OPRM1-OPRD1 ag, HTR5A inv ag, phage Ecoli inh
> COc1ccccc1C(=O)Nc1ccnn1C1CCN(Cc2ncc[nH]2)CC1
  1.0, 11, ., 0, 4.9, -17, 13, 5, -2.1, -1, 4.7
> CCn1c2ccccc2c2nnc(SCC(=O)N3CC(C)OC(C)C3)nc21 (configuration not stated)
  1.1, 15, 104, -7, 0.2, -7, -24, 0, -2.7, 4, 0.3
> CC(=O)c1ccc(NC(=O)CCNC(=O)c2ccccc2Cl)cc1
  0.2, 0, ., 0, -2.0, -3, 12, -7, 0.0, -1, 1.2
> COC(=O)c1ccc2nc(C)c(C)nc2c1
  -1.6, -1, 105, 4, -1.3, -5, 520, ., 0.3, -10, 2.5
> CC(=O)n1nc(-c2ccco2)nc1N
  1.4, 5, 105, -9, -0.1, -5, 13, 3, -0.8, 6, 3.8
> O=C(NCCO)/C(=C/c1cccc([N+](=O)[O-])c1)NC(=O)c1ccco1
  -0.5, 9, 105, 2, 2.9, -1, -1, 12, -1.7, -6, 1.4
> Cc1c(Cl)cccc1N(CC(=O)NC1CCCCC1)S(C)(=O)=O
  -0.9, 7, ., -4, 2.5, 6, 3, 3, -1.1, -7, 1.5
> Cc1ccc(CN2CCN(Cc3cccn3-c3ccc(Cl)cn3)CC2CCO)o1 (configuration not stated)
  0.1, -7, 100, 0, 1.2, -1, 1, 0, 1.0, -1, 3.9
> O=C(O/N=C1/CCSc2ccccc21)c1ccccc1
  0.8, -6, 106, 23*, 0.8, -4, 26, -23, 1.1, -64, 1.7
> Cc1cc(NC(=O)CCC(=O)N(Cc2ccco2)C2(C(=O)NC3CCCCC3)CCN(C)CC2)no1
  -1.9, 11, 94, 0, -1.8, -8, 178, 5, -1.9, -6, 3.8
> C[C@]12c3[nH]c4ccccc4c3CCN1C(=O)C(CC(=O)NCCN1CCOCC1)C[C@@H]2C(=O)N1CCCCC1 (some centres not stated)
  -3.4, 21, 111, 1, 0.7, -3, -9, -24, -4.5, -5, 2.8
> O=C(NCCc1ccc(O)c(O)c1)C1COc2ccccc2O1 (configuration not stated)
  2.3, -3, 107, -1, 6.0, -3, -9, 9, 0.5, 3, 3.5
> CCc1nc(SCc2ccc(F)cc2)[nH]c(=O)c1C#N
  2.1, 12, 70, -4, 2.2, -17, -14, -4, -2.2, 2, 1.3
> O=C(COC(=O)c1ccc2c(c1)OCO2)NCc1ccc(Cl)cc1
  0.4, 12, 96, 2, 0.4, -4, 16, -12, -2.2, -6, 3.0
> COc1cccc(CC2(CO)CCN(CC3=CC[C@H]4C[C@@H]3C4(C)C)CC2)c1
  1.4, -6, ., 7, 1.9, -7, 12, 9, 1.1, -10, 3.9
> O=C(CSc1n[nH]c(=O)n1-c1ccccc1)Nc1ccccc1C(F)(F)F
  -0.2, 14, 113, 2, 2.8, -1, 12, 21, -2.7, -6, 0.3
> O=C(NNC(=O)C12CC3CC(CC(C3)C1)C2)[C@@H]1C[C@H]1c1ccccc1
  -0.3, 7, 108, 2, 1.2, -3, 5, 8, -1.2, -9, 2.2
> Cc1cccn2c(=O)c3cc(C#N)c(=N)n(Cc4cccnc4)c3nc12
  ., 12, 104, -2, ., -2, ., 23, -2.3, 7, 2.9
> COc1cc([C@H]2c3[nH]c4ccccc4c3C[C@H]3C(=O)N4[C@@H](c5cc(OC)c(OC)c(OC)c5)c5[nH]c6ccccc6c5C[C@H]4C(=O)N23)cc(OC)c1OC
  -1.7, -128, 105, 10, 0.9, -1, -23, -13, 21*, -28, .
> CCS(=O)(=O)c1ccc2oc(Nc3ccccc3C)nc2c1
  1.2, -2, 105, 1, 3.0, 0, -19, -12, 0.3, -7, 4.0
> COC(=O)[C@H](Cc1ccccc1)NC(=O)[C@@]1(C)C[C@@H]1[C@@H](NC(=O)OCc1ccccc1)c1ccccc1
  0.6, 11, 104, 1, 1.6, 0, 0, -31, -2.0, 5, 0.0
> COc1cc(OC)c(OC)cc1CNCCSc1nnnn1C
  -1.2, 8, 109, -2, 0.9, 1, 13, ., -1.8, 4, 1.5
> Cc1cccc(-n2c(Cc3cc(=O)[nH]c(=O)[nH]3)nnc2SCC(=O)NCC2CCCO2)c1 (configuration not stated)
  0.5, 9, 104, -1, 3.0, 7, -12, -4, -1.7, 3, 2.0
> CSc1ccc(CN2CCCC(CNC(=O)c3ccc(F)cc3)C2)cc1 (configuration not stated)
  -2.7, -8, ., -3, 1.0, 7, 2, 1, 1.7, 18, -1.4
> CSc1cccc(NC(=O)CN(c2cc(C)ccc2C)S(C)(=O)=O)c1
  0.3, -23, 110, 3, -2.0, -13, 712, 2, 4.0, -7, 1.7
> Cc1ccc(S(=O)(=O)NN2C(=O)c3ccccc3NC2c2ccccn2)cc1 (configuration not stated)
  0.2, 17, 104, 3, 2.2, -9, 13, -19, -3.2, -8, 3.3
> Cc1cc(C)c(C2=CSC3=NS(=O)(=O)CCN23)c(C)c1
  -0.8, -2, 101, -3, 3.9, -10, 4, -1, 0.4, -3, 1.5
> Clc1nc(-c2ccccc2)c2ccccc2n1
  -1.7, 8, 94, 4, 2.8, -1, -9, -4, -1.7, -13, -0.6
> CCCc1ccc2oc(C(=O)N(C)Cc3cnccn3)c(C)c2c1
  0.2, 1, 106, -5, 1.1, 7, -5, 23, -0.2, 13, 1.3
> CCOc1ccccc1NC(=O)CSc1nnc2c(CC)c(C)nc(N)n12
  -0.7, 5, 106, -1, 0.4, -2, -11, 4, -0.9, 5, 1.0
> COc1ccccc1NS(=O)(=O)c1ccc(C(=O)NCC(c2ccccc2OC)N(C)C)cc1 (configuration not stated)
  ., 0, 115, 0, ., 1, 4, -32, 0.1, -13, 2.1
> COc1cccc(-c2sc3ccc(OC)cc3c2C#CCC(C)O)c1 (configuration not stated)
  -1.2, 9, 102, -3, -0.4, 4, -2, -23, -1.7, -9, 1.9
> CC(=O)c1cccc(NC(=O)Nc2nc(C)cc(C)n2)c1
  2.3, -7, 110, -7, -1.2, -1, -5, 25, 1.7, 19, -0.1
> CCN(CC)CCC(c1ccc(N(C)C)cc1)c1c(OC)cc(OC)c2c(-c3ccccc3)cc(=O)oc12 (configuration not stated)
  0.0, 19, 101, -2, 0.6, -1, 12, ., -3.5, 17, -0.7
> COc1ccc(OC)c(NC(=O)c2cccnc2Sc2cc(C)ccc2C)c1
  0.5, 3, 48, 5, 1.6, -3, 5, 0, -0.6, 1, -0.4
> C=CCNC(=O)c1ccccc1NC(=O)c1ccccc1N(C)S(C)(=O)=O
  0.9, 6, 95, 4, 0.9, 7, -2, -36, -1.3, 2, 3.7
> Cc1cccc(N(Cc2ccccc2)C(=O)c2ccccc2F)c1
  0.6, -34, ., -1, 2.0, -1, 11, 26, 4.8, -2, 4.3
> COc1ccc(NC(=O)CN2CCC(NC(=O)C3CCCCC3)CC2)cc1
  -0.2, 18, 104, 0, 0.9, -6, 13, ., -3.9, 4, 0.4
> CC1CCN(C(=O)COC(=O)Cc2c[nH]c3ccccc23)CC1
  -0.2, -1, 108, 6, 1.6, -18, 5, -13, 0.3, 4, 3.1
> COc1ccc(C(=O)COC(=O)c2cc(=O)[nH]c3ccccc23)c(OC)c1
  -0.1, 4, 98, -9, -0.7, 1, 6, ., -0.6, 24, -0.4
> COc1ccc(OC)c(/C=C/C(=O)OCC(=O)N2CCCCC2)c1
  0.6, 18, 93, 0, 0.1, 7, 16, ., -3.4, 1, 1.9
> CC(C)NC(=O)Nc1cccc2c1O[C@H](CN(C)S(=O)(=O)c1cccs1)[C@@H](C)CN([C@H](C)CO)C2=O
  -2.1, 8, 114, 2, 0.7, -12, 5, -3, -1.8, -8, 4.8
> CC(Oc1ccccc1Cl)C(=O)N(Cc1ccco1)C1CCS(=O)(=O)C1 (configuration not stated)
  -3.2, 20, 101, 4, -0.5, -15, 3, -17, -3.6, -17, 1.7
> O=C(Nc1cccc(Cl)c1)OCCN1CCN(Cc2ccccc2)CCC1=O
  -1.2, 3, 104, 2, 3.4, -5, 7, ., -0.5, 2, 3.6
> Cc1nn(C)c(C(=O)N/N=C/c2cc3c(cc2Br)OCO3)c1Br
  -0.2, 9, 115, -2, 1.5, 9, -1, ., -1.6, 11, 1.2
> COC(=O)c1sccc1NC(=O)CC1C(=O)NCCN1C(=O)c1ccc(F)cc1 (configuration not stated)
  -2.0, 4, 110, -4, 1.5, -4, 4, -6, -0.7, 3, 0.0
> CC(=O)c1c(C)[nH]c(C(=O)CSc2nnc(-c3ccco3)o2)c1C
  -0.2, 3, 113, 8, 0.7, 2, -2, -30, -0.6, 4, 3.0
> Cc1ccc(NC(=O)CSc2nnc(-c3cccnc3)s2)cc1
  1.6, 10, 114, 1, 1.7, 0, 4, 5, -1.8, 8, 0.9
> O=C(NCCNC(=O)c1cc(F)cc(F)c1)c1cc(F)cc(F)c1
  -0.2, 17, 123, -2, -2.5, -3, -19, -9, -3.6, 6, 1.7
> COCCN(C(=O)COC(=O)c1ccccc1NCc1ccco1)c1c(N)n(Cc2ccccc2)c(=O)[nH]c1=O
  -1.2, 8, 101, -5, 2.8, -9, -19, 32, -1.2, 16, 4.7
> CCOC(=O)c1c(N/C=C(\C#N)c2nc(-c3ccc(OC(C)=O)cc3)cs2)sc2c1CCC2
  ., 2, 100, 7, ., -1, ., -6, -0.4, -18, -2.3
> COc1ccc2c(C)cc(Sc3nnnn3-c3ccccc3)nc2c1
  0.6, 1, 127, 2, 3.2, 0, -3, 4, -0.2, 13, 3.3
> COc1ccc(Oc2nc3c(c(=O)n(C)c(=O)n3C)n2Cc2cccc(OC)c2)cc1
  -0.5, 7, 104, 3, 3.0, -14, -15, 18, -1.6, -7, 1.4
